hcGAS lum = blocks human cGAS activity; Q8N884; recombinant h-cGAS, ATP depletion, Kinase-Glo luminescence; inhibition, % at 12.5 µM; hit rate 0.081% among 290,000; AID 1259398;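 also: 0% = vehicle reaction and 100% = reaction without DNA for no activity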
Target sequence (Q8N884 whole entry, looked up): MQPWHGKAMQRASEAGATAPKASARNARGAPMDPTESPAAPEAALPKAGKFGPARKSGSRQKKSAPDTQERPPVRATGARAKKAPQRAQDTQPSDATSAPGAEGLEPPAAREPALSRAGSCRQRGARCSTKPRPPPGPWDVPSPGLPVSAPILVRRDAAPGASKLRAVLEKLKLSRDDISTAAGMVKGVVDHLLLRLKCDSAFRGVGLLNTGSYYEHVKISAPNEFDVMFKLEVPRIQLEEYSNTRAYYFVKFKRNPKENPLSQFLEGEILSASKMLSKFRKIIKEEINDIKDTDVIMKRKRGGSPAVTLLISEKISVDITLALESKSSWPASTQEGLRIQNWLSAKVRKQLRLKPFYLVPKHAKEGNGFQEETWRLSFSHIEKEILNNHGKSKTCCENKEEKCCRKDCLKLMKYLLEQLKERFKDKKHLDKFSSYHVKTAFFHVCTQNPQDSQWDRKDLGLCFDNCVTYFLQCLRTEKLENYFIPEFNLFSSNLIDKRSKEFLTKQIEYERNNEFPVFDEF
NPYLR7 agonist = mosquito NPYLR7 agonism | HEK293T NPYLR7/Galpha15, GCaMP6s calcium fluorescence | activation, % at 10 µM | hit rate 0.15% among 270,000 | AID 1259423; in the data active = activation above about 40%;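 also: 0% = vehicle and 100% = reference agonist at the receptor; some compounds past the cut are filed as inactive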
mcGAS lum = mouse cGAS inhibition by luminescence; Q8C6L5; recombinant cGAS, Kinase-Glo ATP depletion luminescence; inhibition, % at 12.5 µM; hit rate 0.15% among 160,000; AID 1259399;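 also: 0% = negative control wells and 100% = reference inhibitor with no enzyme activity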
An asterisk follows results filed as active; · = no result given; & = joins results of further samples. Rule as the data show it, unless noted: active = inhibition above about 40%; inactive = the rest.

The first 14 entries, to show the layout:
SMILES	hcGAS lum	NPYLR7 agonist	mcGAS lum
COc1ccc(C(=O)c2c(C)[nH]n(-c3ccccc3)c2=O)cc1OC	-6.3	15.7	·
COc1ccc(OC)c(C(=O)CN2CCCCCC2(C)C(=O)NC(C)C)c1 (stereo not given)	-11.9	4.3	·
Cc1cc(C)c(-n2c(C)cc(CO)c2C)c(C)c1	-7.4	17.9	·
CO[C@@H]1CC[C@H]2C[C@@H]1[C@@H](Oc1ccccn1)CN2c1ccccn1	-3.6	25.3	-9.3
O=c1c2cc3c(=O)n(C4CC4)ccc3nc2ccn1-c1ncn[nH]1	-0.5	2.9	·
Cc1oc2cc3c(C(=O)N4CCCCC4)c(C)oc3cc2c1C(=O)N1CCCCC1	-7.6	3.8	·
Cc1cc(NC(=O)OCC(F)(F)F)no1	-10.9	0.7	·
CCCCN(C)C(=O)c1sc(=O)n(Cc2ccc(OC(C)=O)cc2)c1C	-3.8	4.6	·
COc1cc(-c2nc3ccc(Br)cn3c2NC2CCCCC2)ccc1OC(=O)c1ccc2c(c1)OCO2	-5.6	2.6	-4.6
CNC(=S)N(CCc1ccc(S(N)(=O)=O)cc1)C1CC(=O)N(c2ccc(F)cc2)C1=O (stereo not given)	-5.3	2.5	-6.5
O=C(Nc1ccc(F)cc1)c1[nH]c2ccccc2c1Cl	-15.7	3.2	·
COc1ccccc1/C=C/C1=NC(=C\c2ccc3c(c2)OCO3)/C(=O)O1	-2.5	-0.8	·
CCc1ccc(NS(=O)(=O)c2ccccc2Br)cc1	-3.0	1.9	·
CCCCn1c(C(C)NC(=O)CC)nc2ccccc21 (stereo not given)	-0.9	6.6	-7.0

The list itself (from the top)
SMILES	hcGAS lum	NPYLR7 agonist	mcGAS lum
COc1ccc(C(=O)c2c(C)[nH]n(-c3ccccc3)c2=O)cc1OC	-6.3	15.7	·
COc1ccc(OC)c(C(=O)CN2CCCCCC2(C)C(=O)NC(C)C)c1 (stereo not given)	-11.9	4.3	·
Cc1cc(C)c(-n2c(C)cc(CO)c2C)c(C)c1	-7.4	17.9	·
CO[C@@H]1CC[C@H]2C[C@@H]1[C@@H](Oc1ccccn1)CN2c1ccccn1	-3.6	25.3	-9.3
O=c1c2cc3c(=O)n(C4CC4)ccc3nc2ccn1-c1ncn[nH]1	-0.5	2.9	·
Cc1oc2cc3c(C(=O)N4CCCCC4)c(C)oc3cc2c1C(=O)N1CCCCC1	-7.6	3.8	·
Cc1cc(NC(=O)OCC(F)(F)F)no1	-10.9	0.7	·
CCCCN(C)C(=O)c1sc(=O)n(Cc2ccc(OC(C)=O)cc2)c1C	-3.8	4.6	·
COc1cc(-c2nc3ccc(Br)cn3c2NC2CCCCC2)ccc1OC(=O)c1ccc2c(c1)OCO2	-5.6	2.6	-4.6
CNC(=S)N(CCc1ccc(S(N)(=O)=O)cc1)C1CC(=O)N(c2ccc(F)cc2)C1=O (stereo not given)	-5.3	2.5	-6.5
O=C(Nc1ccc(F)cc1)c1[nH]c2ccccc2c1Cl	-15.7	3.2	·
COc1ccccc1/C=C/C1=NC(=C\c2ccc3c(c2)OCO3)/C(=O)O1	-2.5	-0.8	·
CCc1ccc(NS(=O)(=O)c2ccccc2Br)cc1	-3.0	1.9	·
CCCCn1c(C(C)NC(=O)CC)nc2ccccc21 (stereo not given)	-0.9	6.6	-7.0
CC(=O)Nc1ccc(Cl)c(C(=O)NCc2nnc3n2CCC3)c1	-1.0	0.7	-13.0
CCCCN(C)C(=O)c1c(C(F)(F)F)nn(C2CCCN(C)C2)c1C (stereo not given)	-0.3	12.3	·
CN[C@@H]1[C@H](O)[C@H](CO)O[C@@H]1CNC(C)C	-3.6	-7.0	-5.9
Cc1nc(C2(NC(=O)C3CC(c4cccc(F)c4)=NO3)CCCC2)no1 (stereo not given)	-16.8	13.1	·
Cc1[nH]c(=O)sc1C(=O)NCc1ccc([N+](=O)[O-])cc1	-7.9	13.0	·
Cc1c(CN2CCN(Cc3cccc(F)c3)CC2)[nH]c2ccc(F)cc12	-2.2	8.9	·
CC(=O)Nc1ccc(C(F)(F)F)cc1NC(=O)/C=C/c1cnn(C)c1	-9.3	4.6	·
CC(=O)NC1=NN(C(C)=O)C2(S1)C(=O)N(CCCOc1ccccc1C)c1ccccc12 (stereo not given)	-1.8	4.0	-5.6
CN(C)CCN(Cc1nccn1Cc1ccccc1C(F)(F)F)C(=O)C1CCCC1	0.7	6.9	-5.4
NC(=O)NC(=O)COC(=O)c1ccc([N+](=O)[O-])o1	-0.4	-1.4	·
CC(=O)Nc1ccc(N2C(=O)c3cccc4c(C(=O)c5ccccc5)ccc(c34)C2=O)cc1	-2.5	4.9	·
COc1ccc2cccc(NC(=O)c3cc(-c4cc(OC)c(OC)c(OC)c4)n[nH]3)c2n1	-15.3	-2.2	·
COc1ccc(OC)c(-c2cnc(-c3ccc(CNC(=O)c4c(F)cccc4F)cc3)[nH]2)c1	-9.7	23.5	-7.1
COc1ccc(F)cc1C1=NNC(=NC(C)(C)C)SC1	-17.7	-1.7	·
Cc1nc2c(C)cccn2c(=O)c1NC(=O)Cc1ccc(Cl)cc1	-16.4	2.7	·
COCCNC(=O)C(NC(=O)c1ccc2c(c1)OCO2)C1CCN(C(=O)c2ccco2)CC1 (stereo not given)	-4.3	11.7	-6.4
COc1ccc(-c2c(C)nn(-c3ccccc3)c2C)c(C(=O)NC(C)(C)Cc2c[nH]c3ccccc23)c1	-4.0	-6.6	-5.0
CCOC(=O)c1c(C)c(C(=O)CN(C2CC2)S(=O)(=O)/C=C/c2ccccc2)c(C)n1C	-3.9	-1.4	-6.2
Nc1nc(CCC(=O)N2CCOC(c3ccc(Cl)cc3)C2)cs1 (stereo not given)	-5.6	0.8	·
CCc1sc(C(=O)Nc2ccc(S(C)(=O)=O)cc2)cc1C	-8.8	-2.8	-4.8
CC1(O)CCN(C(=O)CC(C)(C)c2ccccc2)C1 (stereo not given)	0.3&-0.8	-6.0&-0.3	-9.3
CCCS(=O)(=O)Nc1ccc(N(C)C)c(CN(Cc2ccccc2)C(=O)C(C)(C)C)c1	-4.6	9.3	-4.7
Cc1ccc(NC(=O)c2cccn(OCc3ccccc3F)c2=O)cc1C	-5.1	1.6	-7.4
CC1(C)OCC([N+](=O)[O-])([N+]([O-])=NS(=O)(=O)c2ccccc2)CO1	-2.5	-5.6	-7.2
N#Cc1ccc(C[n+]2ccccc2)o1	-5.0	3.1	·
CCCN(CC)c1ccc(C(=O)NNc2ncccn2)cc1	0.7	0.6	-2.5
CN(C)CCNc1c2c(c(C#N)c3nc4ccccc4n13)CCCC2	-6.6	7.4	·
CCOC(=O)c1c(C)[nH]c(C(=O)COc2ncnc3sc(C)c(C)c23)c1C	-5.4	3.6	·
CCC(=O)NCc1cccc(-c2cccc3cnccc23)c1	-3.5	-0.3	-12.7
CN(C)S(=O)(=O)c1ccc(C(=O)N2CCN=C2SCc2ccc(C(F)(F)F)cc2)cc1	-7.7	0.3	·
OCC1(CCOc2ccccc2)CCCN(c2ncnc3c2CCC3)C1 (stereo not given)	-2.2	-5.9	-5.9
COc1cc(N2C[C@H]3OC(=O)N(CCc4ccccn4)[C@H]3C2)ncn1	5.6	-18.7	·
Cc1cccnc1[C@H](C)NC(=O)Cc1ccc(-n2nnnc2C)cc1	-7.7	1.4	·
CN1C(=O)[C@H](OC(N)=O)[C@@H](C(=O)Nc2ccccc2)C12CCN(C(=O)NC1CCCC1)CC2	3.6	7.4	1.0
COc1cccc(-n2nnc(-c3nc(-c4ccccc4)cs3)c2C)c1	-5.1	0.1	-10.5
COc1ccc(-n2c(SCCCCC(=O)N3CCN(C(=O)C(c4ccccc4)c4ccccc4)C(C)C3)nnc2-c2ccco2)cc1 (stereo not given)	-3.3	13.9	-4.3
O=C(c1cc(-c2ccc(F)cc2)n2nc(-c3ccccc3)cc2n1)N1CCN(c2ccccc2F)CC1	-6.9&-1.0	-3.4&16.7	-8.2&-5.9
N#Cc1ccc(C(=O)N(CCN2CCOCC2)c2nc3ccccc3s2)cc1	-12.0	17.0	·
CC(C)CCCC1CN(Cc2ccncc2)CCO1 (stereo not given)	-2.9	9.1	-14.7
CC(C#N)(NC(=O)CN1CCCC1c1ncc(-c2cccc(C(F)(F)F)c2)[nH]1)C1CC1 (stereo not given)	-7.5	0.6	·
CCc1[nH]n(-c2ccccc2)c(=O)c1C1=C(N2CCC(C)CC2)C(=O)N(C(C)C)C1=O	-8.2	19.2	-5.4
CCC(CO)N(Cc1ccsc1)C(=O)c1ccccc1N1CCOCC1 (stereo not given)	-0.6	23.8	-13.7
OC(COCc1ccccc1)CN(Cc1ccsc1)Cc1ccco1 (stereo not given)	-5.6	21.5	-5.2
CCN(CC)CCN(C(=O)c1ccc([N+](=O)[O-])s1)c1nc2cc3c(cc2s1)OCCO3	-3.9	-3.7	-6.5
O=C(Cn1cnc(-c2nc(-c3cccs3)cs2)c1)Nc1ccc(F)c(Cl)c1	-0.1	-12.1	·
CCn1cc(CN(C)C2CCCc3ccccc32)cn1 (stereo not given)	-4.0	-0.5	-11.9

The list continues.
SMILES	hcGAS lum	NPYLR7 agonist	mcGAS lum
COc1cccc(N2CCN(c3cc(Oc4ccc(Cl)c(C)c4)ncn3)CC2)c1	-7.5	-11.1	-10.8
Cc1cc(C)n(CCC(=O)N[C@@H]2CCOC[C@H]2OCC2CCC2)c(=O)n1	3.1	·	1.3
COCCN(Cc1cc(NC(=O)COC)ccc1N(C)C)C(=O)Nc1cccc(F)c1	-1.1	1.9	-6.8
COc1cccc2c1OCC(Nc1cc(-c3nc(C)no3)ccn1)C2 (stereo not given)	-6.7	6.0	·
O=C(c1cc2n(n1)CCCN(C(=O)c1cccc3c1NCCC3)C2)N1CCCC1	-5.5	8.7	·
Fc1ccccc1-n1cc(-c2ccnc(N3CC=CC3)n2)cn1	4.2	-1.4	-0.9
Cn1c(=O)[nH]c(=O)c2c1nc(N1CCCCC1)n2Cc1ccccc1F	-2.3	21.6	·
Cc1cc(C)n(-c2nc3c(c(=O)n2CC(=O)N2CCC(C)CC2)CCC3)n1	0.9	·	-5.8
Cc1cc(C)c(CS(=O)c2ccccc2)c(C)c1 (stereo not given)	-2.5	-5.9	·
CCn1c(C)c(C(=O)CN(C2CCCCC2)S(=O)(=O)c2ccc(Br)cc2)c(C)c1C(=O)OC	-2.1	9.2	-3.3
C1=C(c2cccc3ccccc23)N2CCN=C2S1	3.6	-4.3	1.8
O=C1CN(S(=O)(=O)c2ccc3ccccc3c2)CC2c3ccc(F)cc3CCN12 (stereo not given)	-5.3	-1.4	-7.1
Cc1cc(C(=O)N2CCCCC2C(=O)NCc2ccncc2)no1 (stereo not given)	-5.9	5.1	·
O=C1CCC(CCNCc2cccc(C(F)(F)F)c2)N1CC1CC2C=CC1C21CC1 (stereo not given)	-10.7	31.6	-11.9
Cc1cc(C(C(=O)O)N2CCN(c3nc4ccccc4o3)CC2)ccc1F (stereo not given)	-3.4	-5.6	·
CCNC(=O)C1(C)CCCN1C(=O)c1cnc2ccccc2n1 (stereo not given)	-15.9	2.1	-6.3
COc1ccccc1C1CN(Cc2c(C)n(C)n(-c3ccccc3)c2=O)Cc2ccccc2O1 (stereo not given)	-0.3	-2.6	-8.0
Cc1ccc(C(c2ccccc2)N2CCN(C(=O)NC3CCCC3)CC2)cc1 (stereo not given)	-4.8	16.5	-7.1
CC(=NCc1ccccc1)c1c(O)n(-c2ccccc2)c(=S)n(-c2ccccc2)c1=O	-2.4	-1.1	-6.9
CCN(CC)CCN(C(=O)c1cc(C)on1)c1nc2c(F)cccc2s1	-12.0	-4.3	-7.0
O=C(c1ccno1)N(Cc1ccccc1)[C@@H]1C[C@@H]2COCC[C@]2(c2ccccc2)C1	-3.7	18.2	-8.8
CSc1ccc(Cn2c(C)c(C(=O)NCc3cccc(C(F)(F)F)c3)sc2=O)cc1	0.9	-10.6	·
CCOC(=O)c1cnc(-c2ccncc2)nc1N(C)CCc1ccccc1	-3.7	-3.4	-4.8
O=C(Nc1ccc2c(c1)CN(Cc1ccsc1)CC2)C1(c2ccccc2)CC1	-6.2	0.4	·
COCCN(CC(=O)N(CCc1c[nH]c2ccccc12)Cc1ccc(OC)c(OC)c1)C(=O)c1cccc([N+](=O)[O-])c1	-1.8	14.8	-4.9
c1ccc2oc(CSc3nnnn3C3CC3)nc2c1	-4.3	4.1	·
CC[C@@]1(C(=O)OC)C[C@H](C(=O)N2CCCCO2)[C@H](c2ccc(OC)cc2)N1C	-6.6	5.8	·
Cc1ccccc1OC(C)C(=O)Nc1ncn[nH]1 (stereo not given)	0.6	-2.7	·
O=C(CCC1CCCN(CC2=Cc3cc(Cl)ccc3OC2)C1)Nc1ccccc1F (stereo not given)	-7.7	3.3	·
CCN1Cc2cc(F)ccc2N([C@@H]2CCC[C@H]2O)CCC1=O	-3.1	-1.3	-4.8
Cc1csc2nc(O)c(C(=O)NC3CCCCC3)c(=O)n12	12.8	-4.1	12.2
COCCN(C)C(=O)Cn1nnnc1CN(C)C(C)C	-0.5	10.8	·
CCN(C(=O)c1cc2c(s1)N(CC1CC1)CCCC2)C(C)C	-1.9	·	-3.3
CC(C)NC(=O)[C@@H]1C[C@H](N)CN1C(=O)CN(C)Cc1ccccc1F	0.8	0.4	·
O=C1CSC(c2ccc(C(F)(F)F)cc2)N1CCO (stereo not given)	-1.6	-2.0	-1.3
O=C(NC(c1ccc(F)cc1)c1cnccn1)C1CCN(Cc2ccc(Oc3ccccc3)cc2)CC1 (stereo not given)	-4.3	7.2	-2.4
N#Cc1ccc(S(=O)(=O)NC2CCc3cc(Cl)ccc32)cc1 (stereo not given)	-6.1	2.1	·
CC(C)(C)C(=O)NCc1ccc(-c2csc(-c3ccsc3)n2)s1	-7.0	9.2	·
O=C(NCC1Cc2cc(F)ccc2O1)c1cc2ccccc2s1 (stereo not given)	-4.2	28.4	-4.7
